STEP block: STEP (human) phosphatase inhibition | P54829 | recombinant STEP, OMFP fluorogenic substrate, fluorescence | inhibition, % at 20 µM | actives 0.25% (n = 360,000);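 active = inhibition at 20 µM, scaled per plate between control wells, above about 37%, limit read from the data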;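 note: 0% = DMSO with enzyme and substrate and 100% = substrate only without enzyme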
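material = STEP tyrosine phosphatase | reagent = fluorogenic phosphatase substrate OMFP at 25 µM final | doses = single compound dose of 20 µM, 1% DMSO final | schedule = 20 min reaction, room temperature, in the dark | measured by = fluorescence, 480/540 nm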
Rpn11 block: Rpn11 (human) deubiquitinase inhibition | human 26S proteasome, Ub4-pepOG fluorescence polarization; 20S core pre-blocked with epoxomicin | calls only at 20 µM | actives 0.59% (n = 360,000) | AID 588493;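 active = inhibition at 20 µM, scaled to each plate's controls, above about 33%, limit read from the data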
Target sequence (O00487 whole entry, looked up): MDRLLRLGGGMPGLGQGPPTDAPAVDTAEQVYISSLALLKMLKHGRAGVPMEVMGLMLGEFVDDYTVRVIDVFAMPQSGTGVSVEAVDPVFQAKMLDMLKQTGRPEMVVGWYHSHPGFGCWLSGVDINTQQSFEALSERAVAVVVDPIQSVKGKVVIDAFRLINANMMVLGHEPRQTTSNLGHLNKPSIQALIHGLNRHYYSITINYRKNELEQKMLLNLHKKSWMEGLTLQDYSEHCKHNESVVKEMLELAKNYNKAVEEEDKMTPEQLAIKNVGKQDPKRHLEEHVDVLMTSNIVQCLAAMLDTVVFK
Scp1 inh: inhibitors of human Scp-1 phosphatase; actives 0.88% (n = 340,000); Recombinant Scp1, phosphopeptide, malachite green phosphate absorbance; AID 493091; Q9GZU7; inhibition, % at 20 µM;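 active = inhibition above about 50% at 20 µM, limit read from the data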;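 note: plate controls were DMSO wells with enzyme for no effect and wells lacking enzyme for full effect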
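Material – SCP-1 phosphatase catalytic domain, residues 76-261 · Buffer or medium – Acidic Tris acetate buffer with magnesium and detergent · Also added – Phospho 17-mer peptide substrate · Compound – single 20 µM dose, 1% DMSO · Times – 45 min room-temperature reaction, 5 min colour, 30 min stabiliser · Technique – Phosphate-binding colour reagent, absorbance read at 630 nm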
MsrA inhibitor: bovine MsrA inhibition; purified bovine MsrA, absorbance read-out; actives 0.75% (n = 360,000); inhibition, % at 15.5 µM; in the data active = inhibition above about 4.5%;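 note: 0% = vehicle wells with enzyme and 100% = reference inhibitor wells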
CSN deneddyl inh: CSN deneddylation inhibition; Q92905; Purified CSN, SCF-Nedd8-OG deneddylation, fluorescence polarization; inhibition, % at 12.5 µM; actives 0.38% (n = 360,000);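 active = pattern-corrected inhibition above about 35%, with an unprinted fluorescence ratio check between 0.5 and 1.5, limit read from the data, passing the limit was not always enough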;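 note: 0% = enzyme with substrate and 100% = substrate without enzyme; some results filed as inactive read as strong as hits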
Target sequence (Q92905 whole entry, looked up, one chain of several): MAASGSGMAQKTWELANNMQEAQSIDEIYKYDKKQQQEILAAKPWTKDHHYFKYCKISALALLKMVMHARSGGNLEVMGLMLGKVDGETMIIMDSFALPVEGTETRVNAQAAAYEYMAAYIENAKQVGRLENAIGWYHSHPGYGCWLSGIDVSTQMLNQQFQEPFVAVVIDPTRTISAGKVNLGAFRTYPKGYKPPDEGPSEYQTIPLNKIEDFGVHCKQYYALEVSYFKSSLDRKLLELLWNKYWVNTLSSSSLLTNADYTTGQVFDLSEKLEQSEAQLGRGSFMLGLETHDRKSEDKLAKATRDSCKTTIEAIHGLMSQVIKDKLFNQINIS
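Assay system: purified human Csn5 enzyme expressed in HEK293T cells; measure: % inhibition; also added: SCFSkp2-Nedd8OG substrate at 10 nM final; technique: fluorescence polarization; times: reaction 90 min, room temperature; medium: Tris buffer pH 7.5, NaCl, DTT, Tween-20, trehalose, ovalbumin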
DNMT1 block: DNMT1 (human) enzyme inhibition. P26358. DNMT1 molecular beacon, Hinp1I cleavage, fluorescence. inhibition (reported as % activation of signal), % at 10 µM. actives 0.83% (n = 360,000); in the data active = inhibition above about 50%
SUMO1 PPI mod: SUMO1-SIM interaction modulation; actives 0.33% (n = 360,000); SUMO1 binding to a labelled peptide, TR-FRET, 1 h; inhibition, % at 20 µM; AID 602429; P63165; in the data active = inhibition above about 37%
Target sequence (P63165 whole entry, looked up): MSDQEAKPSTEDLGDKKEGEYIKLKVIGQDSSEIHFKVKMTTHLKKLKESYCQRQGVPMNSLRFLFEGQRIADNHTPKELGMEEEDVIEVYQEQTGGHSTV
LMPTP block: blocks human LMPTP phosphatase | recombinant LMPTP-A, OMFP fluorogenic substrate, fluorescence intensity | inhibition, % at 20 µM | actives 0.22% (n = 360,000);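 active = compounds that cut the enzyme signal by at least half of the control window in the single-dose screen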;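 note: plate controls were DMSO wells with enzyme plus substrate for no effect and substrate without enzyme for full effect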
Target sequence (P24666 whole entry, looked up): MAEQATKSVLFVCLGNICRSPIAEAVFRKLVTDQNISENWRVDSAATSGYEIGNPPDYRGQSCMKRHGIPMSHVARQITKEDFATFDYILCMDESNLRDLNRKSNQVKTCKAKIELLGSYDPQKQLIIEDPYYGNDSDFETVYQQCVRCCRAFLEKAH
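Assay system: LMPTP-A phosphatase enzyme | Input: 0.625 nM enzyme | Also added: Fluorogenic phosphatase substrate OMFP at 400 µM final | Compound dosing: One test concentration per compound, 20 µM, with 3% DMSO overall | Schedule: 50 min enzyme reaction at room temperature, protected from light | Signal: Fluorescence intensity | Benchmarks: no-enzyme and uninhibited controls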
TbMetRS inhib: Trypanosoma brucei MetRS inhibition | purified T. brucei MetRS, ATP depletion, Kinase-Glo luminescence | inhibition, % at 11.9 µM | actives 0.4% (n = 360,000);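 active = inhibition above a per-plate cutoff of the control wells' mean inhibition plus 3 SD, cut at about 5.5% in these data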;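 note: 0% = DMSO wells median and 100% = median of wells with control inhibitor compound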
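technique = Kinase-Glo luminescence, ATP depletion format | system = purified MetRS (methionyl-tRNA synthetase) enzyme from Trypanosoma brucei | timing = 15 min preincubation, 2 h reaction, all 25 °C | evaluation = percent inhibition versus plate control medians | dosing = single dose, 11.9 µM final nominal, 0.9% final DMSO | also added = substrates ATP, L-methionine and bulk Escherichia coli tRNA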
NadD block: blocks S. aureus nicotinate mononucleotide adenylyltransferase | actives 0.78% (n = 360,000) | purified NadD enzyme, colorimetric absorbance read-out | AID 602399 | inhibition, % at 20 µM; in the data active = inhibition above about 26%; note: some compounds past the cut are filed as inactive
Starred values were filed as active, the others as inactive; i = inactive.

STEP block,Rpn11 block,Scp1 inh,MsrA inhibitor,CSN deneddyl inh,DNMT1 block,SUMO1 PPI mod,LMPTP block,TbMetRS inhib,NadD block,canonical_smiles
2,i,-4,1.1,1,-3,4,0.6,0.1,-1,CC(NC(=O)COC(=O)c1c[nH]c2ccccc12)c1ccccc1 (stereo not drawn)
5,i,-1,0.4,5,3,3,0.8,-0.3,-5,CCCCc1nc(Cl)c(C#N)c2c1CCCC2
-4,i,-3,0.8,21,75*,4,0.6,-0.2,-7,COc1ccc(NC(=O)c2cc3c(=O)n(C)c4ccccc4c3s2)cc1OC
0,i,-3,-0.2,-3,1,6,-1.0,-0.1,0,CN(C(=O)c1ccccc1Br)C1CCS(=O)(=O)C1 (stereo not drawn)
-1,i,-5,-0.5,1,1,-2,0.4,-0.5,2,O=C1CCCN1CCC(=O)N1CCCC(N2CCN(c3ccccc3F)CC2)C1 (stereo not drawn)
1,i,-7,2.6,4,0,-10,2.0,0.9,-1,Cc1cc(C)c2c(c1)c1nnc(SCCN3CCOCC3)nc1n2C
-2,i,-3,1.6,1,-17,-3,-0.1,-0.2,9,COc1ccc2nc(Nc3nc4ccc(NC(C)=O)cc4s3)sc2c1
6,i,-12,1.6,5,-9,-1,0.8,-1.6,3,CCC(=O)N1CCN(c2ccc(NC(=O)c3cc4ccccc4o3)cc2Cl)CC1

Part of the list above, reduced to STEP block.
| canonical_smiles | STEP block |
| --- | --- |
| CCCCc1nc(Cl)c(C#N)c2c1CCCC2 | 5 |
| COc1ccc(NC(=O)c2cc3c(=O)n(C)c4ccccc4c3s2)cc1OC | -4 |
| CN(C(=O)c1ccccc1Br)C1CCS(=O)(=O)C1 (stereo not drawn) | 0 |
| O=C1CCCN1CCC(=O)N1CCCC(N2CCN(c3ccccc3F)CC2)C1 (stereo not drawn) | -1 |
| Cc1cc(C)c2c(c1)c1nnc(SCCN3CCOCC3)nc1n2C | 1 |

(next part)
STEP block,Rpn11 block,Scp1 inh,MsrA inhibitor,CSN deneddyl inh,DNMT1 block,SUMO1 PPI mod,LMPTP block,TbMetRS inhib,NadD block,canonical_smiles
-5,i,-14,0.0,-5,1,-2,-0.8,-1.6,-1,Cc1cccc(OC(=O)c2sc(Cl)nc2C)c1
-1,i,-3,-1.5,0,0,1,-1.2,-0.3,-3,Cc1ccc(C(=O)CC2SC(N)=NC2=O)cc1 (stereo not drawn)
0,i,-7,-1.4,3,4,5,-1.5,0.1,1,COc1cc(NC(=O)CN(C)S(=O)(=O)c2ccc3c(c2)CC(C)N3C(C)=O)cc(OC)c1 (stereo not drawn)
2,i,-4,2.2,4,5,0,0.1,-0.2,-6,CC(=O)Nc1c(C(=O)N2CCOCC2)cnn1-c1ccc(C)c(C)c1
1,i,-13,-0.1,5,1,7,-0.2,-0.5,-2,CCC(=O)N(Cc1cc(=O)[nH]c2ccccc12)c1ccc(C)cc1C
2,i,-20,0.2,0,9,3,-1.1,0.4,4,CCOC(=O)CSc1nc2cc(C(=O)NCC3CCCO3)ccc2c(=O)n1Cc1ccco1 (stereo not drawn)
2,i,0,0.0,-9,-2,0,4.1,-0.3,-1,CCOc1cc(C(=O)Nc2cccc3ncccc23)cc(OCC)c1OCC
2,i,1,-0.4,-2,3,-37,1.4,-0.3,-8,COc1cccc(NC(=O)CN(C)C(=O)c2ccc(N3CCCCC3)c([N+](=O)[O-])c2)c1

Taken from above:
Value of `COc1cccc(NC(=O)CN(C)C(=O)c2ccc(N3CCCCC3)c([N+](=O)[O-])c2)c1` in CSN deneddyl inh: -2
Value of `Cc1cccc(OC(=O)c2sc(Cl)nc2C)c1` in SUMO1 PPI mod: -2
Value of `CCCCc1nc(Cl)c(C#N)c2c1CCCC2` in SUMO1 PPI mod: 3
Value of `COc1ccc(NC(=O)c2cc3c(=O)n(C)c4ccccc4c3s2)cc1OC` in SUMO1 PPI mod: 4
Value of `O=C1CCCN1CCC(=O)N1CCCC(N2CCN(c3ccccc3F)CC2)C1` (stereo not drawn) in SUMO1 PPI mod: -2

Next part.
STEP block,Rpn11 block,Scp1 inh,MsrA inhibitor,CSN deneddyl inh,DNMT1 block,SUMO1 PPI mod,LMPTP block,TbMetRS inhib,NadD block,canonical_smiles
-1,i,-4,-1.3,2,3,0,-1.1,5.0,1,CC(=O)N(CC1CCCO1)C1(C(=O)NC2CCCC2)CCCCC1 (stereo not drawn)
0,i,-3,-0.1,0,-2,17,4.1,-0.4,1,Cc1ccc(C2(C)NC(=O)N(CC(=O)N3CCN(C(=O)c4cccs4)CC3)C2=O)cc1 (stereo not drawn)
1,i,-7,2.9,-2,3,-2,-0.6,-0.7,0,COc1ccc(/C=C(/C#N)C(=O)Nc2cc(C)ccc2C)cc1C(=O)O
1,i,5,0.4,-3,-4,1,3.4,-0.1,5,CC(=O)OC1CCC2(C)C3=CCC4(C)C(C(C)=O)=CCC4C3CCC2C1 (stereo not drawn)
-1,i,-3,1.4,2,0,1,-1.7,-0.4,-5,CCC(c1nnnn1C1CCCCC1)N1CCN(C(=O)c2ccco2)CC1 (stereo not drawn)
-4,i,-1,1.5,-4,0,3,1.2,0.8,2,CCCN(CCC)CC(O)COc1ccc2c(c1)OCO2 (stereo not drawn)
-2,i,-2,-0.1,-6,1,2,-0.5,-0.9,2,CS(=O)(=O)N(CC(=O)N1CCOCC1)c1ccc(Cl)cc1
-2,i,1,0.7,-4,-1,8,-0.8,-1.6,-3,O=C(CCCCCNC(=O)N1CCn2c1nc1ccccc12)N[C@@H](Cc1ccccc1)C(=O)O

The listing continues.
STEP block,Rpn11 block,Scp1 inh,MsrA inhibitor,CSN deneddyl inh,DNMT1 block,SUMO1 PPI mod,LMPTP block,TbMetRS inhib,NadD block,canonical_smiles
-1,i,-7,0.2,0,-1,-2,1.5,-0.1,-4,COc1ccc(NC(=O)C2C3C=CC(C3)C2C(=O)NCc2ccco2)c(OC)c1 (stereo not drawn)
3,i,-15,0.9,-2,-10,3,4.0,-1.2,-2,O=C(Nc1nn(Cc2ccc(Cl)cc2)cc1Br)c1ccc(COc2ccccc2Cl)o1
-2,i,-7,-0.7,1,7,1,-1.5,0.3,-1,Cc1ccc(Oc2ncccc2NC(=O)CC2(CC(=O)O)CCCC2)c2c1CCC2
1,i,-9,0.0,0,-1,3,-0.9,-0.7,1,Cc1ccc(NC(=O)N(C2CCCCC2)C(C)c2cccnc2)cc1C (stereo not drawn)
3,i,-10,2.1,0,1,5,-0.4,1.3,4,CCCc1ccc(OCC(=O)NNC(=S)NC(=O)c2ccco2)cc1
-1,i,1,5.3*,-4,-4,-9,0.4,-0.6,1,COc1ccc(/C=N/N=C(\N)c2nonc2N)cc1
2,i,1,0.0,3,9,-11,-0.6,-1.0,3,CCN1C(C)=C(C)S/C1=C1\SC(=S)N(NC(C)=O)C1=O
2,i,2,2.1,6,-2,5,0.0,-0.9,7,COc1ccc(/C=N/Nc2nnc(Cc3ccc(OC)c(OC)c3)c(=O)[nH]2)cc1

The final 4 records of the part before are carried over, then new ones follow.
STEP block,Rpn11 block,Scp1 inh,MsrA inhibitor,CSN deneddyl inh,DNMT1 block,SUMO1 PPI mod,LMPTP block,TbMetRS inhib,NadD block,canonical_smiles
3,i,-10,2.1,0,1,5,-0.4,1.3,4,CCCc1ccc(OCC(=O)NNC(=S)NC(=O)c2ccco2)cc1
-1,i,1,5.3*,-4,-4,-9,0.4,-0.6,1,COc1ccc(/C=N/N=C(\N)c2nonc2N)cc1
2,i,1,0.0,3,9,-11,-0.6,-1.0,3,CCN1C(C)=C(C)S/C1=C1\SC(=S)N(NC(C)=O)C1=O
2,i,2,2.1,6,-2,5,0.0,-0.9,7,COc1ccc(/C=N/Nc2nnc(Cc3ccc(OC)c(OC)c3)c(=O)[nH]2)cc1
-2,i,-2,0.2,-5,1,-1,-1.3,-0.9,-4,CCCCC(=O)N(c1ccc(C)c(C)c1)C1C=CS(=O)(=O)C1 (stereo not drawn)
-1,i,11,-0.4,5,-5,1,-0.9,-0.4,-1,CC(C)CC(NC(=O)/C(=C\c1ccco1)NC(=O)c1ccco1)C(=O)O (stereo not drawn)
-3,i,1,-0.1,0,-2,2,-1.2,-0.1,-4,O=C(COC(=O)Cc1cccs1)NCC(=O)Nc1ccc(F)cc1
1,i,-5,-0.5,2,1,0,0.1,-0.5,4,CC(=O)N1CCCc2cc(S(=O)(=O)N3CCCC(C(=O)NCc4ccc(Cl)cc4)C3)ccc21 (stereo not drawn)
0,i,0,0.6,1,-1,3,0.1,0.1,-4,Cn1c(=O)[nH]c(=O)c2c1nc(N1CCCCCC1)n2CCSc1nc2ccccc2[nH]1

Rows were taken by chance; overall some 3.9% were active at least once.
